# Screens (PubChem BioAssay)
# NCI-60 one-dose screen, 48 h, at 10 µM unless noted. Numbers give growth in % (100 = growth as untreated, 0 = no growth, -100 = all killed).
# OVCAR-8: OVCAR-8 ovarian cancer | 81,000 compounds, 4.4% hits
# CAKI-1: CAKI-1 renal cancer; 75,000 compounds, 4.7% hits
# OVCAR-3: OVCAR-3 ovarian cancer | 79,000 compounds, 7% hits | AID 1794787
# OVCAR-4: OVCAR-4 ovarian cancer cells | AID 1794784 | 80,000 compounds, 3.7% hits
# ACHN: ACHN renal cancer | 81,000 compounds, 4.9% hits | AID 1794771
# RXF 393: RXF 393 renal cancer cells. 77,000 compounds, 6.9% hits
# A498: A498 renal cancer cells; 76,000 compounds, 5.4% hits; AID 1794774
# OVCAR-5: OVCAR-5 ovarian cancer; AID 1794783; 82,000 compounds, 2.9% hits
# Numbers without * were called inactive; nt = no result given. Rule for the calls: active = growth percent below 10; inactive = the rest.
# The first 3 records (preview)
SMILES,OVCAR-8,CAKI-1,OVCAR-3,OVCAR-4,ACHN,RXF 393,A498,OVCAR-5
CC1=C[C@H]2C[C@H](C)[C@H]3CC[C@H](C)C4=C3[C@@H](OC4=O)[C@@]2(C)C1,97,96,106,104,97,107,83,105
Nc1nc2cc(Cl)ccc2s1,103,101,132,106,99,112,87,100
O=C1NC(c2ccc(Cl)cc2)(c2ccc(Cl)cc2)C(=O)N1Cl,109,100,98,92,100,88,103,95

# This part in full, previewed entries included:
SMILES,OVCAR-8,CAKI-1,OVCAR-3,OVCAR-4,ACHN,RXF 393,A498,OVCAR-5
CC1=C[C@H]2C[C@H](C)[C@H]3CC[C@H](C)C4=C3[C@@H](OC4=O)[C@@]2(C)C1,97,96,106,104,97,107,83,105
Nc1nc2cc(Cl)ccc2s1,103,101,132,106,99,112,87,100
O=C1NC(c2ccc(Cl)cc2)(c2ccc(Cl)cc2)C(=O)N1Cl,109,100,98,92,100,88,103,95
COc1ccc(/C=C/C(=O)n2nc(-c3ccccc3)nc2-c2ccccc2)c(OC)c1,95,86,107,113,98,109,110,101
CCCCN(CCC)CCCCCCCCCN1CCCc2ccccc21,90,78,nt,56,59,nt,68,65
CC1CCC2N(C1)CC1C(C(O)C(O)C3(O)C1CC14OC5(O)C(O)CCC1(C)C5CC(O)C34)C2(C)O (stereo not drawn),104,106,97,99,104,109,105,100
CC(C)Cn1cnc2c(=O)[nH]c(N)nc21,97,95,109,103,106,94,94,110
O=C(OCC(F)(F)C(F)(F)C(F)(F)C(F)F)c1cc2ccccc2cc1C(=O)OCC(F)(F)C(F)(F)C(F)(F)C(F)F,109,108,123,114,105,97,101,104
O=C1c2ccccc2NC(n2sc3ccccc3c2=O)N1c1ccc(Cl)cc1 (stereo not drawn),nt,94,91,96,83,122,113,126
CC(COS(=O)(=O)Cc1ccccc1)OS(=O)(=O)Cc1ccccc1 (stereo not drawn),103,87,107,103,102,94,101,98
Nc1nccnc1Cl,114,nt,122,105,103,105,108,106
COc1cc(C2=C(CN)C(O)n3c(-c4ccccc4)cnc3N2)cc(OC)c1OC (stereo not drawn),99,73,87,95,87,91,84,95
Clc1cccc(Nc2ncnc3ccc(-c4cccc(-c5nn[nH]n5)c4)cc23)c1,106,nt,101,109,98,98,70,91
Cn1ccnc1C(=O)/C=C/c1ccc(C(=O)Nc2ccc(F)cc2)cc1,18,29,11,28,-50*,6.0*,-9.4*,21
Nc1ncnc2c1ncn2C1O[C@H](COP(=O)(O)O)[C@@H](O)[C@H]1O (stereo partly drawn),102,89,127,108,nt,108,105,nt
C[C@H](CCCCO)[C@H]1CC[C@H]2[C@@H]3CC[C@@H]4CNCCC[C@]4(C)[C@H]3CC[C@]12C,100,92,106,101,99,117,104,104
O=C(C[n+]1ccc(/C=C/c2ccncc2)cc1)c1ccc(O)c(O)c1,92,72,55,75,68,77,101,109
COc1ccc(-c2nn(-c3cccc(Cl)c3)cc2/C=C/C(=O)c2ccc(Br)cc2)cc1,88,95,99,89,105,103,81,111
COc1ccc(C(=O)c2sc3nc(-c4cccnc4)cc(-c4ccc(OC)c(OC)c4)c3c2N)cc1,87,92,99,96,100,108,84,105
CC1(C)CC(=O)C2=C(C1)N(c1ccc(OC(F)(F)F)cc1)C(N)=C(C#N)C2c1ccc(Cl)cc1 (stereo not drawn),56,61,94,85,71,67,94,91
Oc1ccc(/C=N/c2n[nH]c(-c3cccc(Cl)c3)n2)cc1,80,nt,104,112,105,108,97,107
CCNC(=O)N1CCc2cc(OC)c(OCCc3ccc(OC)cc3)cc2C1c1ccc(Cl)cc1C (stereo not drawn),27,23,nt,52,23,-5.0*,-13*,33
Cc1nn(-c2ccc(Br)cc2)c2nc3c(nc12)C(=O)CC(C)(C)C3,nt,68,87,63,81,95,78,86
Cc1ccc(-n2nnnc2-c2cccnc2)cc1,107,110,112,81,108,108,nt,93
Cc1cc([N+](=O)[O-])c(C)cc1C(=O)O,103,97,106,111,100,112,97,94
Cn1cc(-c2nc(N)nnc2-c2cncc(Br)c2)c2cc(F)ccc21,96,63,123,92,71,46,113,95
CSCCC(NC(=O)COc1ccc(Cl)cc1Cl)C(=O)O (stereo not drawn),100,nt,119,99,98,110,115,91
CCCS(=O)(=O)c1ncnc2nc[nH]c12,nt,101,106,112,104,107,86,102
CC1=Nc2ccccc2N=C(C)C1,95,95,113,109,97,119,101,102
C#CCOc1ccc(C2=NN(CCCC)C3N=C(Cl)c4ncn(CCCC)c4N23)cc1OCC#C (stereo not drawn),86,74,97,86,87,76,73,94
COC(=O)Cc1[nH]c(=O)[nH]c1C(=O)OC,105,90,94,113,95,96,116,90
Nc1nc2ncc(CNc3ccc(C(=O)N[C@@H](CCC(=O)O)C(=O)O)cc3)nc2c(=O)[nH]1,104,82,115,103,91,nt,111,97
C(=N\Nc1ncnc2sc3c(c12)CCNC3)/c1cccc2ccccc12,58,92,113,43,48,85,98,90
Cc1ccc(S(=O)(=O)SCCCSS(=O)(=O)c2ccc(C)cc2)cc1,106,94,104,107,99,115,82,109
CCCCc1nc(Cl)c(C2CC(c3ccc(S(N)(=O)=O)cc3)=NN2c2ccccc2)[nH]1 (stereo not drawn),97,75,101,100,87,119,118,95
CNC(=S)NNC(=O)Cn1nc(-c2ccccc2)ccc1=O,111,98,126,105,105,nt,102,117
CC(=O)CC(=O)CC(=O)c1ccccc1,99,nt,107,113,nt,110,88,110
CC(=O)Nc1nc(-c2ccc(N3CCN(C)CC3)c(NS(=O)(=O)c3cccc4c(N(C)C)cccc34)c2)cs1,77,67,79,69,61,20,117,83
COc1ccc(-c2csc(NC(=O)CSc3nc(N)cc(=O)[nH]3)n2)cc1,98,99,107,106,104,125,100,111
Cc1nnc(Oc2ccc(NC(=O)Nc3ccc(Cl)cc3)cc2)c2ccccc12,76,80,70,71,81,82,52,119
Fc1ccc(-c2nc(-c3nc4ccc(Br)cc4[nH]3)cc3c2[nH]c2ccccc23)cc1F,57,77,68,64,60,78,70,95
C1CCC(CCOCCC2CCCCC2)CC1,96,99,101,110,107,107,104,104
CN1CCC(OC(c2ccccc2)c2ccc(Cl)cc2)C1 (stereo not drawn),101,94,104,95,106,93,113,31
C=C(C)[C@@H]1CC[C@]2(C(=O)N3CCN(C)CC3)CC[C@]3(C)[C@H](CC[C@@H]4[C@@]5(C)CC[C@H](OCCC#N)C(C)(C)[C@@H]5CC[C@]43C)[C@@H]12,6.8*,100,103,49,103,47,nt,129
NCCCNc1nc2ccccc2c2c(=O)c3cc(OC(F)(F)F)ccc3sc12,-0.1*,-73*,-73*,-58*,-23*,61,21,76
C=CC(=O)N[C@@H](/C=C/C(=O)O)Cc1ccc(-c2cc(Cl)cc(Cl)c2)cc1,67,88,81,76,93,83,nt,97
Brc1ccc2ncc3ccccc3c2c1,104,89,105,100,90,94,77,102
NC(C(=O)O)C1=CCC=CC1 (stereo not drawn),104,106,112,108,108,nt,102,112
COc1ccc(-c2oc3c(OC)c4c(c(OC)c3c2CC(=O)NC(C)C)OCO4)cc1,94,93,114,110,104,94,96,98
COc1cc(/C=C\c2cccnc2Nc2ccccc2)cc(OC)c1OC,32,37,76,68,35,73,nt,64

# The list continues:
SMILES,OVCAR-8,CAKI-1,OVCAR-3,OVCAR-4,ACHN,RXF 393,A498,OVCAR-5
COc1ccc(OC)c(-c2cc(-c3ccc(Cl)cc3)c(C#N)c(SCc3ccccc3)n2)c1,85,78,105,72,87,106,49,93
C[C@@H](C[C@H](CCOC(=O)N(C)C)c1ccccc1)c1csc2ccccc12,93,64,92,86,90,93,66,81
Cc1c(C(=O)NO)sc2ncnc(Nc3ccc(F)c(Cl)c3)c12,105,90,109,102,98,100,nt,101
COC(=O)[C@]1(CCSC)N[C@H](c2cn(-c3ccccc3)nc2-c2ccccc2)[C@@H]2C(=O)N(c3ccc(C)cc3)C(=O)[C@@H]21,nt,115,117,117,97,105,111,108
COc1ccc(C(O)C(NCCO)c2ccc(OC)cc2)cc1 (stereo not drawn),101,81,110,95,105,101,103,96
COc1cc(C)cc2oc3oc(=O)c(C(=O)c4ccccc4)cc3c(=O)c12,104,95,104,103,105,103,105,102
CCCCOc1ncnc2c1CC(C)c1cc(OC)ccc1N2C (stereo not drawn),105,89,107,101,95,115,94,98
O=C(/C=C/c1ccc(Oc2ccc(Br)cc2)cc1)c1ccc(Br)cc1,95,93,102,95,102,100,74,110
CCOC(=O)c1cc(Cl)c2c(ccc3ccccc32)n1,105,90,122,nt,115,105,nt,120
Cc1cccc(CN(Nc2ccccc2)c2ccccc2)n1,98,87,99,109,102,96,98,102
CC(=O)Nc1nc(-c2cccc(NS(=O)(=O)c3cccc4c(N(C)C)cccc34)c2)cs1,68,60,85,44,61,79,45,94
COC(=O)CSc1ccccc1C(=O)OC,101,95,101,114,113,106,88,108
Cc1ccc(C2=C(Br)C(=O)c3nc(C)ccc3C2=O)cc1,32,62,46,65,34,83,102,105
Cn1c(=O)c2c(nc(NCCc3ccc(O)c(O)c3)n2CCc2ccccc2)n(C)c1=O,91,94,94,71,94,89,91,106
CCOP(=O)(CNC(=O)/C(=C\c1ccc(C)cc1)NC(=O)c1ccccc1)OCC,103,94,106,105,102,114,90,99
Nc1nc(N)nc(NCCN(CCCB(O)O)CCNc2nc(N)nc(N)n2)n1,100,102,108,104,104,111,111,107
NS(=O)(=O)c1ccc(-n2nc(-c3ccc(-c4ccccc4)cc3)ccc2=O)cc1,98,nt,105,108,108,127,111,115
COC(=O)[C@@]1(C)CC[C@]2(C)CC[C@]3(C)[C@@H](NC(=O)C[C@@H]4[C@@]5(C)CCC(=O)NC(C)(C)[C@@H]5CC[C@]43C)[C@@H]2C1,96,nt,96,95,94,82,99,106
Cc1nn(-c2ccc(Cl)cc2)c2c1C(c1ccc(F)cc1)C(C#N)=C(N)O2 (stereo not drawn),97,86,108,109,100,126,nt,115
O=C1Nc2ccccc2/C1=C\c1nc(-c2ccccc2)n2ccccc12,96,76,115,74,71,78,119,91

# Filtered by structure: the entries above with bromine.
SMILES,OVCAR-8,CAKI-1,OVCAR-3,OVCAR-4,ACHN,RXF 393,A498,OVCAR-5
COc1ccc(-c2nn(-c3cccc(Cl)c3)cc2/C=C/C(=O)c2ccc(Br)cc2)cc1,88,95,99,89,105,103,81,111
Cc1nn(-c2ccc(Br)cc2)c2nc3c(nc12)C(=O)CC(C)(C)C3,nt,68,87,63,81,95,78,86
Cn1cc(-c2nc(N)nnc2-c2cncc(Br)c2)c2cc(F)ccc21,96,63,123,92,71,46,113,95
Fc1ccc(-c2nc(-c3nc4ccc(Br)cc4[nH]3)cc3c2[nH]c2ccccc23)cc1F,57,77,68,64,60,78,70,95
Brc1ccc2ncc3ccccc3c2c1,104,89,105,100,90,94,77,102
O=C(/C=C/c1ccc(Oc2ccc(Br)cc2)cc1)c1ccc(Br)cc1,95,93,102,95,102,100,74,110
Cc1ccc(C2=C(Br)C(=O)c3nc(C)ccc3C2=O)cc1,32,62,46,65,34,83,102,105

# Going on with the list:
SMILES,OVCAR-8,CAKI-1,OVCAR-3,OVCAR-4,ACHN,RXF 393,A498,OVCAR-5
COc1cccc(C2C3=C(COC3=O)N(CCO)c3cc4c(cc32)CCC4)c1 (stereo not drawn),21,4.9*,-46*,10,35,-3.1*,-20*,33
CS(=O)(=O)c1cccc(-c2c(-c3cccc(OCc4ccccc4)c3)nc3sccn23)c1,86,42,107,98,87,71,69,81
O=C1NC(=S)NC(=O)C1=Cc1cc(-c2ccccc2)n(-c2ccccc2)n1,100,95,104,99,93,95,92,94
Cn1c(=O)c2[nH]c(SC/C(=N/O)c3ccc([N+](=O)[O-])cc3)nc2n(C)c1=O,98,93,107,106,108,105,97,108
c1ccc(Cc2c[nH]c3ccccc23)cc1,93,91,115,103,97,93,84,109
COc1cc2c(c(OC)c1OC)CCC(c1cccc(C(=O)Nc3ccccc3)c1)O2 (stereo not drawn),91,85,99,83,79,82,49,82
COc1cc(-c2csc(NC(=O)Nc3ccc(Cl)c(C(F)(F)F)c3)n2)cc(OC)c1OC,4.2*,6.8*,-19*,-1.7*,-8.2*,-6.5*,-16*,18
CSc1nc(Cl)c(C#N)c(-c2ccc(Cl)cc2)n1,102,90,115,104,104,108,100,105
Oc1c(C(c2ccc(F)cc2)N2CCCCC2)ccc2cncnc12 (stereo not drawn),8.7*,19,11,5.6*,11,31,-8.1*,22
O=C(NNc1nc2cc(F)ccc2n2c(C(=O)N3CCN(C4CC4)CC3)ccc12)c1ncccn1,22,18,58,29,12,65,76,38
CC1=NN(c2cccc(Cl)c2)C(=O)/C1=C\c1coc2ccc(Br)cc2c1=O,98,113,110,108,107,108,112,125
Cc1ccc(Cl)cc1NC(=O)CCl,88,nt,99,77,104,92,105,136
CC/C(C)=C1/C(=O)Nc2cc(Cl)c(CCCl)cc21,93,89,104,108,96,91,78,103
CC(C)=CCC[C@](C)(O)[C@@H]1CC=C(C)CC1,103,108,111,102,105,126,105,110
Cc1c(/C=C2\Oc3ccc4ccccc4c3C2=O)c(=O)n(-c2ccccc2)n1C,88,92,104,83,99,92,68,83
O=c1oc2cc(O)ccc2cc1-c1cc2ccc(O)cc2oc1=O,106,94,107,91,94,nt,114,108
C=C[C@@]12CN3CC[C@]1(O)[C@@](C(=O)OC)(CO2)c1[nH]c2ccccc2c1C3,63,70,62,62,74,nt,82,49
Cc1ccccc1N1C(=O)C2C3C=CC(O3)C2C1=O (stereo not drawn),99,96,108,nt,97,117,99,101
CC1(C)NCCC[C@]2(C)[C@H]3CC=C4[C@@H]5C[C@](C)(COC(=O)c6ccccc6C(=O)O)CC[C@]5(C)CC[C@@]4(C)[C@]3(C)CC[C@@H]12,84,86,60,51,43,nt,107,89
Cc1cc2nc3c(=O)[nH]c(=O)nc-3n(C[C@@H](O)[C@@H](O)[C@@H](O)COP(=O)(O)O)c2cc1C,106,95,102,104,95,nt,105,97
CCOP(=O)(OCC)C(NC(=O)c1ccc(OC)cc1)C(=O)N1CCC(O)CC1 (stereo not drawn),95,94,115,93,93,95,112,92
